Assay outcomes: PubChem, several laboratories
M. tuberculosis GlmU: inhibition of mycobacterial GlmU enzyme – biochemical, glucosamine-1-phosphate acetyltransferase (AID 1376). M. tuberculosis GlmU acetyltransferase enzyme assay; higher % means a stronger effect. inhibition, %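 (tested at 30 µM in the primary screen)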; hits with a dose series show IC50 in µM. 0.25% of 220,000 active; in the data active means inhibition above about 13%;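 further: 0% = complete reaction with vehicle and 100% = reaction without substrate; strong numbers were not always called active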
Mtb RmlCD inh: M. tuberculosis RmlC/RmlD coupled enzyme inhibitors, primary screen, biochemical, compound mixtures, 384-well, from 1536-well plates; dTDP-4-dehydrorhamnose reductase (Mycobacterium tuberculosis (strain ATCC 25618 / H37Rv)) …; RmlC+RmlD coupled enzyme assay, percent inhibition; primary screen in compound mixtures; inhibition, % at 3.6 µM; 0.03% of 160,000 active; AID 1533, 2009; in the data active means inhibition mostly above about 34%, no sharp cut-off; further: some results filed as inactive read as strong as hits
Target sequence (P9WH09 whole entry, looked up): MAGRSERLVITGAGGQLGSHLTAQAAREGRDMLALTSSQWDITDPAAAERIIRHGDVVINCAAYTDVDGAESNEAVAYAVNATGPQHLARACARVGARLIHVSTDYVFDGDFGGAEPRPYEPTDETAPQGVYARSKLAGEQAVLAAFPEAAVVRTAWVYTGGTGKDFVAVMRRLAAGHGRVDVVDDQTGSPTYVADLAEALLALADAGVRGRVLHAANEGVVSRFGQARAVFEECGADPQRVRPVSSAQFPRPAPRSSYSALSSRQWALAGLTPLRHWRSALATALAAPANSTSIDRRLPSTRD
Target sequence (P9WH11 whole entry, looked up): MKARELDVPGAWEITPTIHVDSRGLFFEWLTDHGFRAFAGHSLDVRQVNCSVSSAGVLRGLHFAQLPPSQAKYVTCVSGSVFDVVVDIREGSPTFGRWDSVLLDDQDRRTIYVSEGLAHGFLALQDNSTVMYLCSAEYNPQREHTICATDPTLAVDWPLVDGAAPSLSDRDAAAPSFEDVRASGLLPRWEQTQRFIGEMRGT
The depositor's hits bear a star; . = not tested or not shown. An excerpt (hit frequency here may not be typical).

smiles | M. tuberculosis GlmU | Mtb RmlCD inh
N/C(=N\OC(=O)CCCOc1ccccc1)c1cccc([N+](=O)[O-])c1 | -3.8% | -11
Cc1cccc(-c2cc3c(N=O)c4ccccc4c-3n[nH]2)c1 | -5.4% | .
O=C(Nc1nc(-c2ccccn2)cs1)C1CC(=O)N(c2ccc3c(c2)OCCO3)C1 (stereo not drawn) | 8.7% | 9
CCc1nc2c(c(=O)[nH]1)C1(CCCC1)Cc1ccccc1-2 | -4.7% | .
CC(=O)c1cc2c(cc1NC(=O)c1ccc(C)cc1)OCO2 | -0.4% | -10
Cc1cccc(NC(=O)Cn2c(O)c(N=NC(N)=S)c3ccccc32)c1 | 1.1% | .
Cc1ccc(S(=O)(=O)NC(=O)NN2CCCCCC2)cc1 | -3.7% | .
Cc1ccc(C)c(Cn2c(C(C)O)nc3ccccc32)c1 (stereo not drawn) | -0.5% | .
CCC(C)NCCOCCOc1ccc(Cl)cc1Br (stereo not drawn) | -3.6% | 7
O=C(/C=C(/c1ccc(Cl)cc1)n1cncn1)c1ccccc1 | 2.0% | .

The listing continues:
smiles | M. tuberculosis GlmU | Mtb RmlCD inh
CC(=O)Oc1ccc2c(=O)c(-c3nc4ccccc4s3)coc2c1 | -1.1% | 13
COc1ccc(NC(=O)C(Sc2nnc(-c3ccncc3)n2-c2ccccc2C)c2ccccc2)cc1Cl (stereo not drawn) | -1.9% | -4
Cn1c(O)c(C=NCC2CCNCC2)c(=O)n(C)c1=O | -2.3% | -12
COc1ccc(CN(Cc2ccncc2)C(=O)CCC(=O)O)cc1 | 5.6% | .
CC1=NN(c2ccccc2)C(=O)/C1=C\c1cn(CCC#N)nc1-c1ccc(Cl)cc1 | -4.6% | .
CCSc1nnc(NC(=O)C(CC)(C(F)(F)F)C(F)(F)F)s1 | 4.5% | 10
Cc1cc(C)c(NC(=S)N(C)C)c(C)c1 | -1.6% | .
COc1cccc(C(=O)N2CCOCC2)c1OC | 2.2% | 11
CCNc1ccc(P(=O)(c2ccccc2)c2ccccc2)cc1 | 0.1% | 2
O=C(CCCN1C(=O)/C(=C/c2ccccc2Cl)SC1=S)NNC(=O)c1ccc(Cl)cc1 | 5.4% | .

Further entries.
smiles | M. tuberculosis GlmU | Mtb RmlCD inh
C=CCn1c(C)nc2c(sc3nc4c(cc32)COC(C)(C)C4)c1=O | . | -2
Cc1occc1C(=O)Nc1ccc2c(c1)CCC2 | 1.9% | 12
Clc1ccc(OCCCN2CCCC2)cc1Cl | -3.3% | -7
CC(C)(C)C(=O)Nc1ccc(N2CCCC2)cc1 | -4.1% | .
CN1CCN(C(=O)C(C(=O)c2ccc(F)cc2)n2ccccc2=O)CC1 (stereo not drawn) | 2.0% | -5
O=C(O)c1ccc(-n2nc(C(F)(F)F)c3c2-c2ccoc2CC3)cc1 | 3.4% | -7
CC(C)C[C@H](NC(=O)NCCc1ccc(Cl)cc1)C(=O)O | -0.7% | 11
CC(C)=C1C2CCC1C1C(=O)N(c3ccc(C)c(C)c3)C(=O)C21 (stereo not drawn) | 2.9% | 5
CC(C)CNC(=O)NC(=O)COc1c(F)c(F)cc(F)c1F | -2.2% | -7
COC(=O)C1C(c2ccc(OC)cc2)NC(=O)NC1(O)C(F)(F)Cl (stereo not drawn) | -2.3% | 6

Following part
smiles | M. tuberculosis GlmU | Mtb RmlCD inh
C(=N\N1CCN(c2ccccn2)CC1)/C1=C(N2CCOCC2)C(=C/c2ccccc2)/CC1 | 0.7% | 19
CCOC(=O)C1=C(c2ccccc2)Nc2nc(C)nn2C1c1cccc(OC)c1OC (stereo not drawn) | 3.6% | .
Cc1noc(C)c1CCC(=O)O | 3.0% | -16
FC(F)Oc1ccc(NC(=S)NCc2ccccc2)cc1 | 5.8% | 3
CC(=O)NC1=NN(C(C)=O)C2(S1)C(=O)N(C(C)=O)c1ccc(C)cc12 (stereo not drawn) | 0.7% | 3
O=C(NCC(c1cccs1)N1CCOCC1)c1ccc(Cl)c(S(=O)(=O)N2CCOCC2)c1 (stereo not drawn) | 1.9% | -6
Cc1ccc(C(=O)Nc2nnc(SCC(=O)N3CCCc4ccccc43)s2)cc1 | 1.1% | 5
COc1ccc(/C=N/NC(=O)C(C)n2cnc3ccccc3c2=O)cc1OC (stereo not drawn) | 1.9% | .
Cc1ccc(C)c(NC(=S)NC(NC(=O)/C=C/c2ccccc2)C(Cl)(Cl)Cl)c1 (stereo not drawn) | 5.6% | -10
CN1CCOCCOCCN(C)C(=O)N2CCOCCOCCN(CCOCC2)C1=O | 1.9% | .

(more compounds)
smiles | M. tuberculosis GlmU | Mtb RmlCD inh
Cc1cc2c(s1)c1cnn(Cc3ccccc3F)c(=O)c1n2C | 2.4% | 13
Cc1cc(NC(=O)CSc2nc(C(C)C)nc3ccccc23)no1 | -4.7% | 14
CCCOc1cccc(OCC(=O)Nc2nc3ccccc3[nH]2)c1 | 4.0% | 5
CCc1ccc(OCC(=O)NNC(=O)Cc2cccs2)cc1 | 6.3% | 2
Clc1ccc(CO/N=C/c2c(-c3ccccc3)nc3n2CCS3)c(Cl)c1 | 3.1% | 104
COC(=O)Cc1ccc(NC(=S)NCc2ccccc2Cl)cc1 | -7.0% | -2
COc1cccc(/C=N/n2c(-c3n[nH]c4c3CCC4)n[nH]c2=S)c1O | 0.2% | -5
COc1ccc(Cl)cc1C(=O)NNC1CC(=O)N(Cc2ccc(Cl)cc2)C1=O (stereo not drawn) | 3.8% | 0
CCN1CCN(C(=O)CN(c2cc(OC)ccc2OC)S(C)(=O)=O)CC1 | 0.8% | .
CCC(=O)c1ccc(OCC(=O)N(C)CC(=O)Nc2cccc(F)c2)cc1 | 4.7% | -13

Ordered by count of non-hydrogen atoms (low to high): some entries from above
smiles | M. tuberculosis GlmU | Mtb RmlCD inh
CCc1ccc(OCC(=O)NNC(=O)Cc2cccs2)cc1 | 6.3% | 2
COC(=O)Cc1ccc(NC(=S)NCc2ccccc2Cl)cc1 | -7.0% | -2
CCCOc1cccc(OCC(=O)Nc2nc3ccccc3[nH]2)c1 | 4.0% | 5
CCN1CCN(C(=O)CN(c2cc(OC)ccc2OC)S(C)(=O)=O)CC1 | 0.8% | .
CCC(=O)c1ccc(OCC(=O)N(C)CC(=O)Nc2cccc(F)c2)cc1 | 4.7% | -13
COc1ccc(Cl)cc1C(=O)NNC1CC(=O)N(Cc2ccc(Cl)cc2)C1=O (stereo not drawn) | 3.8% | 0

Next records:
smiles,M. tuberculosis GlmU,Mtb RmlCD inh
O=C(CN1C(=O)C2C3C=CC(C4CC34)C2C1=O)Nc1cccc2ncccc12 (stereo not drawn),-1.0%,.
COc1ccc(/C=N/n2c(C)nnc2C)c(OC)c1OC,0.8%,.
C/C(=N/NC(=O)CNC(=O)c1cccnc1)c1cccc([N+](=O)[O-])c1,0.0%,-7
COc1ccc(C2CC(c3ccc(OC)cc3)n3nc(NS(C)(=O)=O)nc3N2)cc1 (stereo not drawn),-3.7%,3
O=C(N/N=C/c1cn(-c2ccccc2)nc1-c1cc2ccccc2o1)c1ccccc1Br,-1.5%,.
COc1ccc(-c2nnc(N(C)C(=O)C3CCOC3)s2)cc1 (stereo not drawn),7.0%,.
O=C(CSc1n[nH]c(=O)[nH]c1=O)N/N=C/c1ccccc1O,2.7%,-6
Cn1c(Cc2ccc3c(c2)OCO3)nnc1SCC(=O)N1CCc2ccccc2C1,1.7%,-11
O=C(O)CCNc1ccc(Cl)cc1,-0.3%,.
Cc1ccc(-c2nnc(SCc3nc4ccccc4[nH]3)n2Cc2ccco2)cc1,.,-7
O=C(NC(Cc1ccccc1)C(=O)OCC(=O)N1CCc2ccccc21)c1ccco1 (stereo not drawn),-4.6%,.
O=C(COc1cc(F)ccc1[N+](=O)[O-])NCCCc1ccccc1,-3.5%,.
O=C1OCc2cccc3cccc1c23,4.9%,16
O=C(NCc1ccncc1)C(=O)C1C(=O)Nc2ccccc21 (stereo not drawn),-1.4%,7
CC(=O)CCn1cc([N+](=O)[O-])nc1C,-1.1%,50
COc1ccccc1NC(=O)CSc1nnc(Cn2cnc3ccccc32)n1C,1.4%,8
Cn1c(COc2cccc3ccccc23)nnc1SCC(=O)OC1CCCCC1,-0.5%,.
O=C(CN1CCC(n2nnc3cc(F)ccc32)CC1)N1CCc2ccccc2C1,-2.8%,.
O=C(c1ccc([N+](=O)[O-])cc1)N1CCSC1c1cccc(Cl)c1 (stereo not drawn),4.3%,-8
O=S(=O)(NCc1ccco1)N1CCOCC1,-3.8%,12

Additional structures
smiles,M. tuberculosis GlmU,Mtb RmlCD inh
COC(=O)NNS(=O)(=O)c1ccc(C)cc1,5.7%,-7
C=C1c2cc(C)ccc2NC(=O)N1c1ccccc1,0.9%,.
Cc1cccc(NCC(=O)N/N=C\c2c[nH]c3ccccc23)c1,1.1%,18
COCCN1Cc2cccc(C(=O)Nc3c(C)cccc3C)c2C1=O,-5.5%,18
Cc1nc(NC(=O)C23CC4CC(CC(C4)C2)C3)sc1Cc1ccc2c(c1)OCO2,-1.2%,7
Oc1cccc(Oc2ncc(C(F)(F)F)cc2Cl)c1,2.5%,8
O=C(O)c1ccc(/C=N/N2CCN(Cc3ccc(Cl)cc3)CC2)cc1,-4.8%,-8
COc1cccc(C(=O)NC2CCN(C(=O)N3c4ccccc4Sc4ccccc43)CC2)c1,-14%,13
COc1ccc(NC(=O)c2ccc(S(=O)(=O)N(C)c3ccccc3)cc2)cn1,-0.7%,23
O=C1OC(COc2ccc(Br)cc2)CN1c1ccccc1 (stereo not drawn),4.2%,-7
O=[N+]([O-])c1ccc(Oc2ccc(Oc3ccc(C(F)(F)F)cn3)cc2)nc1,1.1%,-5
COC(=O)c1sc(NC(=S)NC(=O)c2ccc(F)cc2)nc1C,5.2%,6
COCCn1c(SC(C)C(=O)Nc2ncc(Cl)cc2Cl)nc2ccccc21 (stereo not drawn),-2.0%,-9
CC(C)Oc1ccc(C(=O)NC(C)(C)CO)cc1,-6.8%,4
O=C(NCc1nnc(SCC(=O)N2CCOCC2)o1)c1c(F)cccc1Cl,4.8%,3
CCN1CCn2c3c(c4cc(Br)ccc42)CCCC31 (stereo not drawn),-3.9%,.
CC(=O)Nc1sc(N/N=C/c2ccc(C)cc2)nc1-c1ccc(C)cc1,-1.8%,-6
CCn1c(=O)cc(OCC(=O)NCc2cccs2)c2ccccc21,-0.5%,7
O=c1c2ccccc2[nH]c(=S)n1CCN1CCc2ccccc2C1,-1.3%,.
CCC(C)NC(=O)CN1C(=O)NC2(CCc3ccccc3C2)C1=O (stereo not drawn),-1.8%,1

Single records, from the list above. Screens in order: M. tuberculosis GlmU | Mtb RmlCD inh
Record of CCN1CCn2c3c(c4cc(Br)ccc42)CCCC31 (stereo not drawn) = -3.9% | .
Record of O=[N+]([O-])c1ccc(Oc2ccc(Oc3ccc(C(F)(F)F)cn3)cc2)nc1 = 1.1% | -5
Record of O=C1OC(COc2ccc(Br)cc2)CN1c1ccccc1 (stereo not drawn) = 4.2% | -7
Record of COC(=O)NNS(=O)(=O)c1ccc(C)cc1 = 5.7% | -7
Record of Cc1nc(NC(=O)C23CC4CC(CC(C4)C2)C3)sc1Cc1ccc2c(c1)OCO2 = -1.2% | 7

Next section.
smiles,M. tuberculosis GlmU,Mtb RmlCD inh
O=c1/c(=C/c2cn(-c3ccccc3)nc2-c2ccc(F)cc2)sc2nc3ccccc3n12,-2.2%,3
O=c1[nH]snc1-c1c(Cl)cccc1Cl,0.9%,.
CCCCC(=O)N(Cc1nc2sc(C)c(C)c2c(=O)[nH]1)C1CCCC1,3.8%,5
COc1ccccc1C(=O)C1CCCN(C(=O)c2ccc3c(c2)OCCO3)C1 (stereo not drawn),3.3%,-6
CC(C)n1nc(C(=O)Nc2nc3ccc(S(C)(=O)=O)cc3s2)c2ccccc2c1=O,3.9%,.
CC(=O)c1sc(NC(=O)c2ccc(F)cc2)nc1-c1ccccc1,-3.7%,3
CCCCC(=O)Nc1ccc(N2CCN(C(=O)CC)CC2)cc1,-1.0%,5
Cc1cc(C)c2nc(SC3CCOC3=O)cc(C)c2c1 (stereo not drawn),-1.2%,.
CC(C)OC(=O)c1cc(NC(=O)C2C3CCC(O3)C2C(=O)O)cc(C(=O)OC(C)C)c1 (stereo not drawn),1.1%,0
CC(C)C(NS(=O)(=O)c1ccc2c(c1)OCCCO2)C(=O)O (stereo not drawn),0.7%,-4
CCNc1nc(NCC)nc(C(=O)NN)n1,0.1%,1
O=c1c2[nH]c3ccccc3c2ncn1CCN1CCNCC1,5.3%,.
Cn1nnnc1SCC(=O)N1c2ccccc2Sc2ccccc21,-3.4%,.
Cc1ccc(NS(=O)(=O)c2cc(C(=O)NCCSC3CCCCC3)ccc2C)cc1,2.6%,.
COc1ccc(N(CCCN2C(=O)c3cccc4cccc(c34)C2=O)C(=O)c2cccc(OC)c2)cc1,-1.5%,-1
CSc1ccc(CNc2nnnn2C)cc1,-1.4%,8
COc1ccc(-c2nnc(SCC(=O)NCC3CCCO3)n2C)cc1 (stereo not drawn),2.6%,.
CN(C)c1oc(-c2ccccc2Cl)nc1S(=O)(=O)c1ccccc1,5.8%,.
COc1ccc(NCc2ccc3c(c2)OCO3)cc1Cl,0.1%,88
CCOC(=O)CSc1nc2cc(C)ccc2cc1C#N,2.9%,-1
CCOC(=O)c1ccc2c(c1)nc(SCC(=O)c1ccco1)n2CC,-6.0%,.
Cc1cc(C)n2nc(SCN3C(=O)c4ccccc4C3=O)nc2n1,-0.2%,18
